USP2a block = inhibitors of human ubiquitin-specific protease USP2a; USP2 core, Ub-CHOP2 coupled fluorogenic reporter, 485/531; AID 463254; Potency, µM (highest dose often 38.3 µM), inactives show at the top dose activity change, negative = inhibition, most hits filed as inhibitors; O75604; 330,000 tested, 0.01% active;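 further: potency means the concentration at half of the fitted maximal effect; plate controls were DMSO wells for no effect and full inhibition by NEM control for full effect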
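USP2 core (10nM final) preincubated 30min RT with compound in 20mM Tris-HCl pH 8.0, 2mM CaCl2, 2mM beta-mercaptoethanol, 0.05% CHAPS; 25nM Ub-CHOP2 plus 25nM reporter substrate added, fluorescence (Ex485/Em531) read after 60min.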
FBPA coupling cs = coupling enzyme interference in Giardia aldolase counter-screen; coupling enzyme system counterscreen, AmpLite Red fluorescence; activity change, negative = inhibition, % at 58.2 µM, hits read low; 290,000 tested, 0.67% active; in the data active means activity change below about -30%
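First, compound is pin-transferred into glyceraldehyde-3-phosphate coupling-enzyme reagent at 57.5 uM final and held 10 min at RT. Next, substrate, coupling system and AmpLite Red are added. After 20 min RT, fluorescence (525/598 nm) is read.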
GALK inhibitor = galactokinase (human) inhibition; P51570; Purified GALK, Kinase-Glo residual ATP luminescence; Potency, µM (highest dose often 57.5 µM), inactives show at the top dose activity change, negative = inhibition, most hits filed as inhibitors; 270,000 tested, 0.007% active; further: potency means the concentration at half of the fitted maximal effect
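Compounds were pin-transferred into ATP buffer (35 uM final), then GALK plus galactose (5 nM, 100 uM final) was added. After 1 h at room temperature, Kinase-Glo Plus was added and luminescence read after 10 min.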
Eya2 phos inh = inhibitors of human Eya2 phosphatase activity | recombinant Eya2, OMFP fluorescence dephosphorylation (OMFP is methylfluorescein phosphate) | Potency, µM (series often up to 76.9 µM), for inactives: at the top dose activity, negative = inhibition, actives largely listed as inhibitors | 330,000 tested, 0.006% active | AID 488837; further: potency means the concentration at half of the fitted maximal effect
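Eya2 (0.2 uM) preincubated 10 min at ambient with compound, then OMFP substrate added at 50 uM; 10 min reaction in 50 mM HEPES pH 7.5, 50 mM NaCl, 5 uM MgCl2, 0.05% BSA, 1 mM DTT. Fluorescence read at Ex 485/Em 525 nm.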
B2AR arrestin = recruits beta-arrestin to the human beta2-adrenergic receptor. Potency, µM (highest dose often 46.1 µM), for the others: top-dose activation, usual class: activators. beta-arrestin recruitment to beta2AR, cell-based reporter. P07550. 330,000 tested, 0.02% active;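 further: potency means the concentration at half of the fitted maximal effect; 0% = DMSO controls and full agonism = EC100 isoproterenol or metaproterenol; nearly all actives have a fitted effect of over 65% in size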
Target sequence (P07550 whole entry, looked up): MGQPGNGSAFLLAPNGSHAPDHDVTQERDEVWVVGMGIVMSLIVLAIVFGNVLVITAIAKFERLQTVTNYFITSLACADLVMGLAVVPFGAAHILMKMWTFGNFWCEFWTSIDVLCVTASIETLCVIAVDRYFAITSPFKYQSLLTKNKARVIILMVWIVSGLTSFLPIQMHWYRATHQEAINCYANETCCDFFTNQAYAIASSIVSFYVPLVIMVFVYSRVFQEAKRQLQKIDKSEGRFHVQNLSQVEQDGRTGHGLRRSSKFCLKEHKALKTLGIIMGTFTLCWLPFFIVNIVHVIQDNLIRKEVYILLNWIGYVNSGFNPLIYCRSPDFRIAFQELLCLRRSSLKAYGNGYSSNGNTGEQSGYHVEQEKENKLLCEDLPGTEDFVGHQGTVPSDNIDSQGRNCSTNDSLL
KCNH2 WT inh = blocks the wildtype human KCNH2 potassium channel | Q12809 | U2OS, BacMam KCNH2, thallium flux FluxOr; active compounds read low | activity change, % at 1.84 µM | 340,000 tested, 0.37% active | AID 720551;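 active means maximum activity change below -70%; inconclusive means maximum activity change between -70% and -50%; inactive means maximum activity change above -50%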
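U2OS cells were transduced with wild-type KCNH2 virus (2.03 x 10^8 / mL) for 4 h at room temperature, then cultured overnight at 37 C. Thallium flux was read with FluxOr dye. Rate constants were normalized to DMSO controls.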
Giardia kill = kills Giardia lamblia | Giardia lamblia trophozoite viability | activity change, % at 7.66 µM, hits read low | 340,000 tested, 0.15% active | AID 540267; in the data active means activity change below about -80%; inconclusive means between about -30% and that limit;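 further: parasites exposed to compound for two days anaerobically before the ATP read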
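Compounds were tested on trophozoites seeded at 100 cells/well and held 48 hrs at 37 deg C anaerobically. An ATP-based luminescent kit measured the remaining live cells.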
KCNH2 3.1 inh = blocks the human KCNH2 3.1 channel isoform; U2OS KCNH2 3.1, thallium flux FluxOr; active compounds read low; activity change, % (tested at about 1.8 µM); 340,000 tested, 0.95% active; AID 720553;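 active means maximum activity change below -70%; inconclusive means maximum activity change from -70% to -50%; inactive means maximum activity change above -50%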;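 further: thallium influx rate constant from kinetic fluorescence after stimulation buffer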
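U2OS cells transduced with KCNH2 3.1 mutant virus (1.77 x 10^8 /mL, 4 h), plated overnight at 37 C, loaded 45 min with FluxOr dye plus Red40 quencher. Thallium flux rate constant from kinetic reads after stimulation buffer, normalised to controls.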
PKM2 act = PKM2 (human) enzyme activation | P14618 | purified PKM2, Kinase-Glo ATP luminescence, activation; response scale: 0% is enzyme alone, no compound | Potency, µM (highest dose often 57.5 µM), without a hit: top-dose activation, most hits filed as activators | 260,000 tested, 0.34% active | AID 1631; further: potency means the concentration at half of the fitted maximal effect; nearly all actives have a fitted effect of over 55% in size
Target sequence (P14618 whole entry, looked up): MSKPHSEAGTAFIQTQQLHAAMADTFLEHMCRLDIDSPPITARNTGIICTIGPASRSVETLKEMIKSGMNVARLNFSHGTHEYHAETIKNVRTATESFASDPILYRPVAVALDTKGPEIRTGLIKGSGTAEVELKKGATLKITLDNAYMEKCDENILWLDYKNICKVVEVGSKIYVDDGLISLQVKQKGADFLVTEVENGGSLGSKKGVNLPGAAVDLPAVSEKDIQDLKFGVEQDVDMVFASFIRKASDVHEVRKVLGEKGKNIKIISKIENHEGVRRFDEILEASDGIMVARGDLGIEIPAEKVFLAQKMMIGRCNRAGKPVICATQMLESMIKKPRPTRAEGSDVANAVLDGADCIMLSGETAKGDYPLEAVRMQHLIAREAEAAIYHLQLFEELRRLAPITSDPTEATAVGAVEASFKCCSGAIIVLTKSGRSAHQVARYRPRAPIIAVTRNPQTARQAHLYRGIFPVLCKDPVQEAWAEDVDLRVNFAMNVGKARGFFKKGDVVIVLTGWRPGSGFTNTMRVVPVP
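Purified hPK-M2 (>95%) run at intermediate activity with 0.1 mM ADP and 0.5 mM PEP in 50 mM imidazole pH 7.2, KCl, MgCl2; 1 h room temperature. ATP formed read by Kinase-Glo luminescence; normalized to uninhibited and no-enzyme controls.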
uPA surface inh = inhibitors of cell surface uPA generation; 330,000 tested, 0.31% active; AID 540303; Potency, µM (highest dose often 38.3 µM), for the others: at the top dose activity change, negative = inhibition, hits mostly inhibitors; cell surface uPA generation assay, qHTS; active means well fitted inhibition curve with a large enough effect; inconclusive means small, poorly fitted or top-dose-only effect; inactive means no such curve, though single readings can be large or run the other way; tested in mouse RAW 264.7 cells; further: potency means the concentration at half of the fitted maximal effect; nearly all actives have a fitted effect of over 55% in size
Chronic BCR inh = inhibitors of chronic active B-cell receptor signaling. ABC-DLBCL IkBa-CBG/CBR reporter, luminescence ratio, 4 h. Potency, µM (series often up to 46.1 µM), inactives show at the top dose ratio change, negative = lower green/red ratio, most hits filed as inhibitors. 340,000 tested, 0.05% active; active means well fitted inhibition curve with a large enough effect in the signal ratio, with a control signal flat, not every such curve was filed as active; inconclusive means small, poorly fitted or top-dose-only effect, or effect the other way, or a change in a side signal; the % refers to the signal ratio;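 further: potency means the concentration at half of the fitted maximal effect; plate controls were basal doxycycline-induced cells for no effect and cells given 10 µM MG132 for full effect; MG132 reads +100%, hits lower the ratio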
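TMD8 ABC-DLBCL cells carrying doxycycline-inducible green luciferase fused to IkappaBalpha plus unfused red luciferase were exposed to compounds (up to 46 uM) for 4 hrs at 37C. Activity came from the overlap-corrected green/red luminescence ratio.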
Starred values were filed as active, the others as inactive. Unless noted, the call rests on the fitted dose curve; in most records, active means well fitted curve in the direction sought with a large enough effect; inconclusive means small, poorly fitted or top-dose-only effect, or another doubt; inactive means no such curve, though single readings can be large; an effect the other way counts as inactive or inconclusive. Unless noted, on the % scale 0 is the no-effect control and ±100 the full control effect.

How did COc1ccc(C(C)=O)cc1CSc1nnc(SCc2cc(C(C)=O)ccc2OC)s1 do in these assays?
USP2a block: 0%; FBPA coupling cs: 0; GALK inhibitor: 1%; Eya2 phos inh: -8%; B2AR arrestin: 0.8%; KCNH2 WT inh: -7; Giardia kill: 4; KCNH2 3.1 inh: -9; PKM2 act: -2%; uPA surface inh: 3%; Chronic BCR inh: 0%

What do the screens show for `COc1cc(CC(=O)OCC(=O)Nc2ccc([N+](=O)[O-])cc2)cc(OC)c1OC`?
USP2a block: -2%; FBPA coupling cs: -1; GALK inhibitor: 12%; Eya2 phos inh: -7%; B2AR arrestin: -0.2%; KCNH2 WT inh: 13; Giardia kill: 18; KCNH2 3.1 inh: 0; PKM2 act: 15%; uPA surface inh: -1%; Chronic BCR inh: 0%

What do the screens show for `CCc1ccc(S(=O)(=O)NCc2cn3ccccc3n2)s1`?
USP2a block: 2%; FBPA coupling cs: -2; GALK inhibitor: 3%; Eya2 phos inh: -14%; B2AR arrestin: 3.3%; KCNH2 WT inh: -11; Giardia kill: -21; KCNH2 3.1 inh: -12; PKM2 act: -13%; uPA surface inh: -3%; Chronic BCR inh: 3%

What do the screens show for `NS(=O)(=O)c1ccc(CCNC(c2ccccc2)c2ccccc2)cc1`?
USP2a block: 3%; FBPA coupling cs: 4; GALK inhibitor: -2%; Eya2 phos inh: 8%; B2AR arrestin: -0.3%; KCNH2 WT inh: 23; Giardia kill: -3; KCNH2 3.1 inh: -12; Chronic BCR inh: inconclusive

What do the screens show for `CC1(C)C2CCC1(C)C(NCC(O)COc1ccc(C#N)cc1)C2` (stereo unspecified)?
USP2a block: 0%; FBPA coupling cs: 1; GALK inhibitor: -2%; Eya2 phos inh: -2%; B2AR arrestin: 0.2%; KCNH2 WT inh: 12; Giardia kill: 19; KCNH2 3.1 inh: -10; uPA surface inh: -3%; Chronic BCR inh: 3%

How did COc1ccccc1NC(=O)CN1C(=O)COc2ccc(S(=O)(=O)N3CCC(C)CC3)cc21 do in these assays?
USP2a block: 1%; FBPA coupling cs: 0; GALK inhibitor: -4%; Eya2 phos inh: 4%; B2AR arrestin: 0.4%; KCNH2 WT inh: -1; Giardia kill: -4; KCNH2 3.1 inh: 0; uPA surface inh: -17%; Chronic BCR inh: 2%

What do the screens show for `CCc1nnc(NS(=O)(=O)c2ccc(NC(=O)c3ccc(Br)cc3)cc2)s1`?
USP2a block: 2%; FBPA coupling cs: 3; GALK inhibitor: 2%; Eya2 phos inh: 2%; B2AR arrestin: 0.4%; KCNH2 WT inh: 10; Giardia kill: 3; KCNH2 3.1 inh: 4; PKM2 act: -8%; uPA surface inh: 17%; Chronic BCR inh: 1%

How did COc1ccc(OCCSc2nnc(CCNC(=O)c3ccc(OC)cc3)n2C)cc1 do in these assays?
USP2a block: -1%; FBPA coupling cs: 0; GALK inhibitor: -3%; Eya2 phos inh: 13%; B2AR arrestin: 0.2%; KCNH2 WT inh: -7; Giardia kill: -9; KCNH2 3.1 inh: 9; PKM2 act: 3%; uPA surface inh: -8%; Chronic BCR inh: 0%

How did COc1ccccc1/C=C/C=N\N1CCN(Cc2ccccc2Cl)CC1 do in these assays?
USP2a block: 2%; FBPA coupling cs: -4; GALK inhibitor: 1%; Eya2 phos inh: -16%; B2AR arrestin: 0.1%; KCNH2 WT inh: -1; Giardia kill: -23; KCNH2 3.1 inh: 5; PKM2 act: 11%; uPA surface inh: -3%; Chronic BCR inh: inconclusive

How did COc1ccc(S(=O)(=O)N2CCOC2CNC(=O)C(=O)NCc2ccc3c(c2)OCO3)cc1OC (stereo unspecified) do in these assays?
USP2a block: 1%; GALK inhibitor: -1%; Eya2 phos inh: -1%; B2AR arrestin: 0.4%; KCNH2 WT inh: -3; Giardia kill: 7; KCNH2 3.1 inh: 12; PKM2 act: 0%; uPA surface inh: -3%; Chronic BCR inh: -13%

What do the screens show for `COc1cc2cc(C(c3nnnn3C3CCCC3)N3CCc4ccccc43)c(=O)[nH]c2cc1OC` (stereo unspecified)?
USP2a block: -10%; FBPA coupling cs: -6; GALK inhibitor: 1%; Eya2 phos inh: -9%; B2AR arrestin: -0.7%; KCNH2 WT inh: -4; Giardia kill: -17; KCNH2 3.1 inh: 3; PKM2 act: 2%; uPA surface inh: -16%; Chronic BCR inh: 0%

How did COc1ccc(OC)c(/C=C/c2c([N+](=O)[O-])c(=O)n(C)c(=O)n2C)c1 do in these assays?
USP2a block: 3%; FBPA coupling cs: 2; GALK inhibitor: 5%; Eya2 phos inh: -5%; B2AR arrestin: -0.3%; KCNH2 WT inh: 4; Giardia kill: -23; KCNH2 3.1 inh: -4; PKM2 act: 2%; uPA surface inh: -17%; Chronic BCR inh: inconclusive

Results for CCOC(=O)C1=C(c2ccccc2)NC(N)=NC1c1ccc(OCc2ccc(Cl)cc2)c(OC)c1 (stereo unspecified) ?
USP2a block: 7%; FBPA coupling cs: -2; GALK inhibitor: 1%; Eya2 phos inh: -15%; B2AR arrestin: 0.0%; KCNH2 WT inh: 6; Giardia kill: 2; KCNH2 3.1 inh: -24; PKM2 act: 3%; uPA surface inh: 1%; Chronic BCR inh: 11%

How did Cc1cc(C(=O)COC(=O)C(C)NC(N)=O)c(C)n1Cc1ccco1 (stereo unspecified) do in these assays?
USP2a block: -1%; FBPA coupling cs: 0; GALK inhibitor: -2%; Eya2 phos inh: 5%; B2AR arrestin: 0.0%; KCNH2 WT inh: 8; Giardia kill: 29; KCNH2 3.1 inh: 14; PKM2 act: 2%; uPA surface inh: -6%; Chronic BCR inh: -6%

How did COc1ccc(CC(=O)Nc2nc(-c3cccc([N+](=O)[O-])c3)cs2)cc1 do in these assays?
USP2a block: -2%; FBPA coupling cs: 0; GALK inhibitor: 4%; Eya2 phos inh: 8%; B2AR arrestin: -1.9%; KCNH2 WT inh: -2; Giardia kill: 2; KCNH2 3.1 inh: 5; PKM2 act: -5%; uPA surface inh: -1%; Chronic BCR inh: 1%

Results for O=C(OCc1nnc(-c2ccccc2Br)o1)c1ccco1 ?
USP2a block: 3%; Eya2 phos inh: 2%; B2AR arrestin: -1.5%; KCNH2 WT inh: -6; Giardia kill: -24; KCNH2 3.1 inh: 8; uPA surface inh: 5%; Chronic BCR inh: 3%

Results for O=C(N/N=C/c1ccccn1)c1cc(-c2ccc(Cl)cc2)nc2ccccc12 ?
USP2a block: -9%; FBPA coupling cs: 1; Eya2 phos inh: 3%; B2AR arrestin: 2.4%; KCNH2 WT inh: -5; Giardia kill: 11; KCNH2 3.1 inh: -19; PKM2 act: -6%; uPA surface inh: 2%; Chronic BCR inh: inconclusive

How did COc1ccc(S(=O)(=O)N(CC(=O)N2CCCC2)Cc2ccccc2)cc1 do in these assays?
USP2a block: 3%; FBPA coupling cs: 2; GALK inhibitor: 0%; Eya2 phos inh: -4%; B2AR arrestin: 0.4%; KCNH2 WT inh: 5; Giardia kill: -18; KCNH2 3.1 inh: -3; PKM2 act: -1%; uPA surface inh: -3%; Chronic BCR inh: 4%

How did COc1cccc(OCC(=O)N(Cc2nc(-c3ccc(Cl)cc3)no2)C(C)C)c1 do in these assays?
USP2a block: -1%; FBPA coupling cs: -2; GALK inhibitor: 0%; Eya2 phos inh: 10%; B2AR arrestin: 0.0%; KCNH2 WT inh: -17; Giardia kill: 3; KCNH2 3.1 inh: -17; PKM2 act: 5%; uPA surface inh: 5%; Chronic BCR inh: -19%

What do the screens show for `COc1ccccc1C(CNC(=O)c1ccc(NS(=O)(=O)c2ccc(F)c(C)c2)cc1)N1CCCC1` (stereo unspecified)?
USP2a block: -3%; Eya2 phos inh: -2%; B2AR arrestin: 0.3%; KCNH2 WT inh: 8; Giardia kill: -10; KCNH2 3.1 inh: -6; uPA surface inh: -6%; Chronic BCR inh: -1%

What do the screens show for `COc1ccc(/C=C/C(=O)OCC(=O)NC2CCCC2)cc1OC`?
USP2a block: 1%; Eya2 phos inh: 6%; B2AR arrestin: -0.1%; KCNH2 WT inh: -5; Giardia kill: -8; KCNH2 3.1 inh: 0; uPA surface inh: -2%; Chronic BCR inh: 6%

Results for CCOC(=O)c1ccc(NC(=S)N2CCCC(C(=O)N3CCCC3)C2)cc1 (stereo unspecified) ?
USP2a block: 4%; GALK inhibitor: -5%; Eya2 phos inh: 11%; B2AR arrestin: -0.5%; KCNH2 WT inh: -1; Giardia kill: -11; KCNH2 3.1 inh: 16; PKM2 act: 0%; uPA surface inh: -13%; Chronic BCR inh: inconclusive

What do the screens show for `CCOc1nsc(OCC)n1`?
USP2a block: 4%; FBPA coupling cs: 4; GALK inhibitor: 5%; Eya2 phos inh: -16%; B2AR arrestin: 0.3%; KCNH2 WT inh: 3; Giardia kill: -7; KCNH2 3.1 inh: 16; PKM2 act: -4%; uPA surface inh: 3%; Chronic BCR inh: inconclusive

How did COC(=O)C1=C(C)NC(C)=C(C(=O)OC)C1C(=O)OCc1nnc(-c2ccccc2Cl)o1 do in these assays?
USP2a block: 3%; Eya2 phos inh: 20%; B2AR arrestin: -0.6%; KCNH2 WT inh: -14; Giardia kill: 5; KCNH2 3.1 inh: 4; uPA surface inh: -2%; Chronic BCR inh: -23%

From PubChem
